Compound activity deposited in PubChem by several laboratories.
Dynein transport – blocks dynein driven cargo transport along microtubules. 0.47% of 220,000 active. 3617.4 mouse cells, GR-EGFP nuclear translocation imaging; test concentration mostly 20 µM; stimulated with dexamethasone, 1 µM; active compounds read low. z-score, hits read low;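 active = plate z-score of nuclear minus cytoplasmic receptor signal below a set negative limit, without overly bright fluorescence or cell loss, cut at about -3.5 in these data, passing the limit was not always enough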;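 note: z-score of nuclear minus cytoplasmic ring GR-EGFP intensity difference per well; some compounds called inactive have numbers as strong as hits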
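Buffer or medium: tetracycline-free induction medium containing charcoal-stripped FBS / Reagent: dexamethasone agonist, 1.0 µM final, for 30 min / Technique: automated 10x imaging of fixed Hoechst-stained cells / Times: induction 48 h, compound 1 h, agonist 30 min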
Insulin prom up – MIN6 insulin promoter up-regulation. z-score at 5 µM. 0.3% of 190,000 active. MIN6 insulin promoter-GFP reporter, high-content imaging; active compounds read high;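 active = z-score above 3 at 5 µM with at least 500 cells counted in the well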
Lipid droplet – modulators of hepatic lipid droplet formation; AML12 mouse hepatocytes, oleate lipid droplets, BODIPY imaging; inhibition, % at 6.5 µM; 0.4% of 240,000 active;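 active = lipid droplet intensity inhibited by at least 50%, with more than 500 cells counted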
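Test system: AML12 hepatocytes (mouse); reagent: oleate loading, 100 µM; dosing: one dose, 6.5 µM compound; incubation: overnight exposure; signal: fluorescence imaging, 20x objective, two fields per well; read-out basis: % inhibition of corrected integrated BODIPY droplet signal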
MT stabilizer – microtubule stabilization, imaging screen; AID 2205; % tubulin-high responders, % at 10 µM; HeLa tubulin immunostaining HCS, 24 h; share of cells brighter than vehicle mean+2SD; 0.83% of 200,000 active;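 active = plate Z-score above 3 for both tubulin-high and condensed-nucleus cell shares, with cell loss under 80%, at 10 µM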;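 note: anti alpha tubulin signal scored within the nucleus-defined area of each cell; some results filed as inactive read as strong as hits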
CSM14.1 death rescue – rescue of cells from ER stress-induced death, primary screen, 384-well, CSM14.1, thapsigargin, ATP luminescence (AID 1222); CSM14.1 thapsigargin-induced death rescue, ATP luminescence; higher % means a stronger effect; 190,000 tested, under 10 active; one-dose cellular ATP content (survival), % at 20 µM; EC50 in µM for titrated hits;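 active = EC50 below 50 µM in the dose-response confirmation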;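 note: death triggered by thapsigargin at about 15 µM added after 2 h compound pretreatment; cell ATP read after overnight thapsigargin exposure of roughly 18 to 22 hours; normalized against plate controls of thapsigargin alone and 5% DMSO vehicle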
P. falciparum M17LAP – P. falciparum M17LAP inhibitors, primary screen, biochemical, fluorogenic H-Leu-NHMec substrate, 1536-well (AID 1619) | recombinant M17LAP, H-Leu-NHMec fluorogenic kinetic assay; higher % means a stronger effect | inhibition, % at 30 µM, or IC50 in µM where a hit was titrated | 0.38% of 220,000 active;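 active = compound inhibiting the enzyme by more than half at any dose during confirmatory dose-response retesting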;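 note: plate controls were full reaction with DMSO carrier for no effect and no enzyme background for full effect; strong numbers were not always called active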
Yfh1-depleted yeast – enhancers of respiration in Yfh1-depleted yeast, dose response, Friedreich's ataxia, plus single-dose screen (AID 1465); S. cerevisiae Yfh1-off respiration, WST-1 reduction, 72 h; higher fold induction means a stronger effect; one-dose fold induction at 50 µM; EC50 in µM for titrated hits; 0.074% of 220,000 active;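 active = fold induction of absorbance versus untreated yeast above a set limit, then at least 30% activation at any dose in follow-up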;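 note: activators that raise dye reduction in frataxin-depleted yeast; strong numbers were not always called active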
Autophagy mod – autophagy modulation, high-content screen | MEF GFP-LC3 puncta imaging; test concentration mostly 10 µM | AID 463193 | 0.98% of 190,000 active | calls only at 10 µM (by protocol);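 active = percentage of spot-positive cells more than 3 SD above its plate mean, without a fluorescence outlier flag or 80% toxicity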;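 note: spot-positive cell cutoff set from DMSO-treated cells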
P. falciparum M1AAP – P. falciparum M1AAP inhibitors, biochemical, fluorogenic H-Leu-NHMec substrate, 1536-well (AID 1445); recombinant M1AAP, H-Leu-NHMec fluorogenic kinetic assay; higher % means a stronger effect; inhibition, % at 30 µM, or IC50 in µM where a hit was titrated; 0.42% of 220,000 active;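 active = primary inhibition above the hit cutoff, then over 50% inhibition at one or more dose response concentrations, cut at about 23% in these data, passing the limit was not always enough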;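 note: plate controls were DMSO full reaction for no effect and no enzyme background for full effect; strong numbers were not always called active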
Dynein transport cytoplasmic EGFP – also measured in Dynein transport; calls as there; z-score; measured here: cytoplasmic GR-EGFP intensity; active compounds read high
Dynein transport nuclear GR-EGFP – also measured in Dynein transport; calls as there; z-score; measured here: nuclear GR-EGFP intensity;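 lower value marks the stronger effect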
Dynein transport cell count – further read-out of Dynein transport, marked with its call; z-score; measured here: cell count per field
Insulin prom up cell count – second read-out of Insulin prom up, no call of its own (marks repeat the call); cell count; measured here: cytotoxicity, nuclei count;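 total cells summed across four imaged fields per well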
Lipid droplet cells 6.5 µM – further read-out of Lipid droplet, marked with its call; cell count; measured here: cell count, cytotoxicity flag;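 cells counted across two imaged fields per well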
MT stabilizer Hoechst-high % – second read-out of MT stabilizer, no call of its own (marks repeat the call); % Hoechst-high responders; measured here: nuclear condensation Hoechst responders;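 share of cells brighter than vehicle mean plus two SD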
MT stabilizer cytotoxicity % – second read-out of MT stabilizer, no call of its own (marks repeat the call); toxicity, %; measured here: cytotoxicity by cell density;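 0% = mean cell density of plate MIN control wells and 100% = no cells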
Autophagy mod cell loss 18 h – second read-out of Autophagy mod, no call of its own (marks repeat the call); toxicity, %; measured here: cell loss, nuclei count;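 cell loss after 18 h compound exposure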
The depositor's hits bear a star; i = inactive; . = no result given. Hits appear at their usual frequency; overall some 3.5% were active at least once.

A first look:
SMILES	Dynein transport	Dynein transport cytoplasmic EGFP	Dynein transport nuclear GR-EGFP	Dynein transport cell count	Insulin prom up	Insulin prom up cell count	Lipid droplet	Lipid droplet cells 6.5 µM	MT stabilizer	MT stabilizer Hoechst-high %	MT stabilizer cytotoxicity %	CSM14.1 death rescue	P. falciparum M17LAP	Yfh1-depleted yeast	Autophagy mod	Autophagy mod cell loss 18 h	P. falciparum M1AAP
CC1(c2ccco2)NC(=O)NC1=O (centres undefined)	-0.46	-0.23	-0.25	-0.22	.	.	6	743	3.9	2.1	2.4	0.3%	4%	.	i	1	0%
CCOC(=O)C1=C(N)OC2=C(C(=O)CC(C)(C)C2)C1c1ccc(C)s1 (centres undefined)	0.12	-0.22	0.12	0.41	0.7	1098	7	679	2.3	1.5	0.3	-1.5%	2%	i	i	14	2%

All compounds of this part, from the start:
SMILES	Dynein transport	Dynein transport cytoplasmic EGFP	Dynein transport nuclear GR-EGFP	Dynein transport cell count	Insulin prom up	Insulin prom up cell count	Lipid droplet	Lipid droplet cells 6.5 µM	MT stabilizer	MT stabilizer Hoechst-high %	MT stabilizer cytotoxicity %	CSM14.1 death rescue	P. falciparum M17LAP	Yfh1-depleted yeast	Autophagy mod	Autophagy mod cell loss 18 h	P. falciparum M1AAP
CC1(c2ccco2)NC(=O)NC1=O (centres undefined)	-0.46	-0.23	-0.25	-0.22	.	.	6	743	3.9	2.1	2.4	0.3%	4%	.	i	1	0%
CCOC(=O)C1=C(N)OC2=C(C(=O)CC(C)(C)C2)C1c1ccc(C)s1 (centres undefined)	0.12	-0.22	0.12	0.41	0.7	1098	7	679	2.3	1.5	0.3	-1.5%	2%	i	i	14	2%
CC1=CC(C)(C)NC(=S)N1c1ccccc1	-0.4	-0.0083	0.094	0.53	0.31	818	16	844	0.9	1.0	4.9	0.9%	-2%	i	i	-12	-4%
CCN(CC)CCNC(=O)/C(=N\O)c1ccccn1	2	-0.18	0.85	-1.1	0.85	1468	-4	578	3.2	2.0	11	0.9%	5%	i	i	1	-1%
C/C=C/c1ccc(OCCOc2ccc(C=O)cc2)c(OC)c1	0.9	-0.22	0.55	-0.18	-0.07	1395	2	690	4.3	1.8	6.7	-1.7%	-1%	i	i	11	9%
CC(=O)OC1CC(C)(C)N(OC(=O)CCCN2C(=O)c3ccccc3C2=O)C(C)(C)C1	-0.87	-0.23	0.097	0.99	0.12	1366	-1	763	5.2	1.9	7.8	-1.2%	16%	i	i	4	15%
COc1ccc(/C=C/C(=O)NC(=S)Nc2ccc(S(N)(=O)=O)cc2)cc1	-0.28	-0.25	-0.17	0.47	-0.52	1291	.	.	.	.	.	.	-11%	i	.	.	9%
COc1cc(NS(=O)(=O)c2cccc3nsnc23)cc(OC)c1	-0.058	-0.21	-0.19	0.63	0.3	838	1	832	1.2	1.1	11	-0.8%	23%	i	i	-2	2%
Cc1cccc(C)c1NC(=O)Cn1nnnc1N	-0.67	-0.23	-0.4	0.71	0.27	1139	22	703	3.7	3.1	13	-0.2%	6%	i	i	-10	4%
CN(Cc1nc(-c2ccccn2)no1)S(=O)(=O)c1ccc(Cl)cc1	-0.19	-0.27	0.29	0.11	0.41	1225	-2	660	3.4	0.4	47	-2.0%	-1%	i	i	0	1%
O=C(Nc1ccc(OC(F)F)c(Cl)c1)c1cccc(OC(F)F)c1	-0.51	0.089	0.073	0.24	0.7	932	9	775	1.7	1.7	3.0	-5.8%	4%	i	i	1	2%
CCc1nc2oc3ccccc3c(=O)c2c(=O)n1CCOC	-0.61	-0.31	-0.67	1.2	0.38	983	.	.	4.7	2.4	9.8	0.6%	6%	i	i	12	5%
COc1ccc(-c2noc(CN(C(=O)c3cccs3)C(C)C)n2)cc1	-0.42	-0.16	-0.77	-1.2	.	.	.	.	4.1	1.8	2.3	3.0%	5%	i	i	4	0%
CSc1ccc(CNC2CC2)cc1	0.057	-0.12	-0.093	0.45	.	.	.	.	3.3	1.8	5.8	-1.1%	14%	i	i	-33	-2%
CCc1cc(-c2n[nH]c(=S)n2Cc2ccccc2)cs1	-0.56	-0.15	0.31	0.77	0.78	882	-3	697	1.6	0.8	11	9.5%	-7%	.	i	4	3%
CC1CN(c2oc(Cc3cccc4ccccc34)nc2C#N)CC(C)O1 (centres undefined)	-0.51	-0.085	-0.6	0.97	-0.01	941	.	.	4.8	2.1	10	0.3%	16%	i	i	-22	10%
COc1ccc(-c2c(C)n([O-])c3c([n+]2=O)CCCCC3)cc1	0.14	-0.26	0.22	0.22	-0.04	1352	9	637	3.2	2.0	1.8	-2.0%	3%	i	i	30	3%
Cc1ccc(Nc2nc(CSc3n[nH]c(N)n3)cs2)cc1	0.45	0.045	0.17	-0.095	-1.3	1238	17	738	.	.	.	.	5%	i	.	.	5%
CC(=O)c1ccccc1OCCOCCOCCOc1ccccc1C(C)=O	-0.23	-0.24	0.038	0.058	-0.8	1704	-19	754	1.1	2.0	6.5	0.6%	18%	i	i	-2	5%
CCOC(=O)c1c(-c2ccc(C)cc2)csc1NC(=O)CCN1CC(C)OC(C)C1 (centres undefined)	0.42	-0.33	-0.017	0.36	0.11	1108	-12	517	7.2	1.8	2.2	10%	17%	.	i	12	12%
Cc1nc2cc(CO)ccc2s1	0.18	-0.29	0.11	-0.042	0.58	1101	.	.	3.2	4.4	6.7	-1.3%	10%	i	i	-7	7%
Cc1ccc(O)c(-c2cc(C(F)(F)F)[nH]n2)c1	-0.23	-0.14	-0.76	-0.5	0.7	1620	.	.	2.6	2.2	5.6	-1.1%	9%	i	i	-2	13%
CCCN1CCN(C(=S)Nc2ccccc2C(F)(F)F)CC1	-0.55	-0.12	-0.21	-0.54	-0.27	1386	6	663	12	1.3	15	-0.5%	-9%	i	i	-2	6%
CCOC(=O)CCSc1nc2c(c(C(F)(F)F)c1C#N)CCC2	-0.38	-0.23	0.1	0.5	-0.34	1258	-11	747	4.3	2.0	5.7	-2.9%	17%	i	i	-9	12%
CCOC(=O)c1cc(-c2ccccc2)n(CC(=O)Nc2cc(OC)cc(OC)c2)c1C	2	-0.18	0.5	-1.7	0.09	1318	18	637	2.0	2.0	2.7	-6.1%	14%	i	i	7	-1%
CCN(CC)S(=O)(=O)c1ccc(OCC(=O)NCc2ccco2)cc1	1.2	-0.13	0.65	-2.1	0.61	948	-17	713	.	.	.	.	6%	i	.	.	4%
O=C(NC1CC2CCC(C1)N2C(=O)NC1CCCCC1)NC12CC3CC(CC(C3)C1)C2 (centres undefined)	0.31	-0.18	0.34	0.3	-0.06	1256	.	.	5.3	3.7	7.9	0.8%	3%	i	i	4	15%
CCC(=O)Nc1cccc2ccccc12	0.46	-0.29	0.26	0.59	0.43	1490	3	723	2.2	0.5	8.8	1.1%	1%	i	i	4	1%
Cc1ccc(C)c(OCc2ccc(C(=O)N3N=C(C(F)F)CC3(O)C(F)F)o2)c1 (centres undefined)	-0.46	-0.33	-0.46	0.52	1.5	1259	-5	686	1.4	1.6	4.9	-0.5%	6%	i	i	-12	-4%
COc1cc(/C=N/Nc2cccc(C)c2)cc(Br)c1O	-0.14	-0.34	0.17	0.59	-0.4	1261	-10	642	4.4	3.2	7.1	-0.3%	7%	i	i	-4	15%
CCOC(=O)C1=C(O)C(=O)NC(c2ccccc2)=C(OC2CCCCC2)C1	0.022	-0.32	-0.37	0.33	0.21	1286	-18	693	4.4	3.2	9.8	-1.8%	10%	i	i	7	7%
CN1CCN(NS(=O)(=O)c2ccc(Cl)s2)CC1	1.1	-0.24	0.91	-0.8	-0.1	1458	-6	596	1.3	1.3	4.8	-2.8%	-6%	i	i	1	0%
O=C1c2ccccc2C(O)N1Cc1cccs1 (centres undefined)	1.9	-0.19	0.89	-1.6	-0.75	1354	-14	679	2.5	2.0	3.7	0.4%	3%	i	i	18	9%
COc1ccc(C2(O)CCN(CC(=O)Nc3nccs3)CC2)c(OC)c1	0.57	-0.064	0.71	-1.7	1.4	746	20	799	4.7	1.9	3.1	-0.7%	8%	i	i	5	8%
COc1cccc(-c2nc(-c3ccccc3)nc(N3CCN(C)CC3)c2C#N)c1	0.21	-0.24	0.81	-0.098	-0.35	1321	19	654	19*	36*	24*	-1.6%	1%	i	i	3	0%
O/N=C/c1cc(Br)ccc1OCc1cccc(F)c1	-0.35	-0.24	-0.58	0.5	-0.73	1594	.	.	1.3	2.4	7.7	-0.4%	-4%	i	i	2	3%
Cc1cc(C)n(/N=C/c2c[nH]c3ccccc23)c(=O)c1	-0.53	-0.24	-0.26	0.065	0.23	1084	.	.	3.4	2.1	7.8	0.9%	7%	i	i	-12	4%
O=C(NCCCNC(=O)c1ccccn1)c1ccccn1	-0.044	-0.16	0.32	0.046	0	1241	4	675	3.2	2.5	7.1	-2.9%	-11%	i	i	4	-1%
